D2 PAM: positive allosteric modulators of human D2 dopamine receptor | P14416 | HEK293 T-REx D2, calcium flux, EC20 dopamine potentiation | potentiation, % at 10 µM | actives 0.34% (n = 340,000) | AID 485347;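 active means potentiation over 3 SD above the plate norm, cut at about 30% in these data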; further: 0% is about no effect
Target sequence (P14416 whole entry, looked up): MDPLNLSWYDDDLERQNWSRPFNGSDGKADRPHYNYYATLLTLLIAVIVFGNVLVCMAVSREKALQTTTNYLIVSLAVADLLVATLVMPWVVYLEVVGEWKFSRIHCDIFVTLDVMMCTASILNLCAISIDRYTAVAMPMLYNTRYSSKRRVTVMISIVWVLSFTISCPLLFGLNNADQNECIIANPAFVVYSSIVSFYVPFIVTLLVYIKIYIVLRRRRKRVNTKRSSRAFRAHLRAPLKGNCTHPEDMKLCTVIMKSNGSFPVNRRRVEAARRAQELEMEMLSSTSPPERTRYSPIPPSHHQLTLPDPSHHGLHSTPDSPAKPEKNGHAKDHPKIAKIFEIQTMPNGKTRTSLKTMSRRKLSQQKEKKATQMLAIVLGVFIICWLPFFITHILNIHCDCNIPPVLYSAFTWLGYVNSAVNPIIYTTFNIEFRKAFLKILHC
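Cells plated with tetracycline inducer and held overnight at 30 C; calcium dye loaded 30–90 min at room temperature; baseline taken, compound added and read 180 s; EC20 dopamine then added and read 180 s.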
RXFP1 agonist: agonists of human relaxin receptor RXFP1. HEK293T-RXFP1 cAMP TR-FRET, 30 min; response scale: percent of porcine relaxin response, buffer zero. actives 0.3% (n = 370,000). AID 2676. Q9HBX9. Potency, µM (titrated, usually from 57.5 µM), inactives show at the top dose activation, actives largely listed as activators; active means well fitted activation curve with a large enough effect; inconclusive means small, poorly fitted or top-dose-only effect; further: potency means the concentration at half of the fitted maximal effect; on the % scale 0 is the no-effect control and ±100 the full control effect; nearly all actives have a fitted effect of over 60% in size; many of its hits are not listed in these tables
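HEK293T cells stably expressing RXFP1 were pretreated with the PDE4 inhibitor Ro 20174, exposed to compounds for 30 min at 37C, lysed, and cAMP was read by TR-FRET. Data normalized to buffer (basal) and 29 nM porcine relaxin (100%).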
D1 antagonist: human D1 dopamine receptor antagonism; AID 504652; actives 3.2% (n = 360,000); P21728; HEK293 TREx D1 cells, calcium flux, dopamine EC80; active compounds read low; activity change, negative = inhibition, % at 10 µM; in the data active means activity change below about -30%; further: on the % scale 0 is the no-effect control and ±100 the full control effect
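HEK293 T-REx cells expressing inducible, force-coupled D1 receptor; no-wash Ca dye, 30–90 min RT. Cmpd → 180 s read at 1 Hz → EC80 DA → 180 s read.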
D2 agonist: D2 dopamine receptor (human) agonism; activation, % at 2 µM; HEK293 T-REx D2 cells, calcium flux agonist mode; actives 0.53% (n = 340,000); P14416;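 active means activation over 3 SD above normal in the single-dose calcium agonist read, cut at about 30% in these data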; further: 0% is about no effect
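Tetracycline-induced HEK293 Trex cells with D2 receptor force-coupled to calcium signaling, plated overnight at 30 C and loaded with no-wash calcium dye. Calcium flux read kinetically for 180 s after compound addition; responses flag agonists.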
D1 ag: activates the human D1 dopamine receptor; HEK293 T-REx D1 cells, calcium flux, agonist mode; activation, % at 2 µM; actives 1% (n = 360,000); in the data active means activation above about 30%; further: 0% is about no effect
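Inducible HEK293 T-REx D1 cells, force-coupled to calcium signalling, were plated at 4000 cells/well with tetracycline and held overnight at 30 C. After no-wash calcium dye loading, compound-evoked calcium rise over 180 s flagged agonists.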
TRHR PAM: allosteric enhancers of human TRH receptor; P34981; TRHR cells, fluo-8 calcium fluorescence, EC20 TRH enhancement; enhancement, % at 2 µM; actives 0.66% (n = 360,000); AID 493056; in the data active means enhancement above about 30%; further: 0% is about no effect
Target sequence (P34981 whole entry, looked up): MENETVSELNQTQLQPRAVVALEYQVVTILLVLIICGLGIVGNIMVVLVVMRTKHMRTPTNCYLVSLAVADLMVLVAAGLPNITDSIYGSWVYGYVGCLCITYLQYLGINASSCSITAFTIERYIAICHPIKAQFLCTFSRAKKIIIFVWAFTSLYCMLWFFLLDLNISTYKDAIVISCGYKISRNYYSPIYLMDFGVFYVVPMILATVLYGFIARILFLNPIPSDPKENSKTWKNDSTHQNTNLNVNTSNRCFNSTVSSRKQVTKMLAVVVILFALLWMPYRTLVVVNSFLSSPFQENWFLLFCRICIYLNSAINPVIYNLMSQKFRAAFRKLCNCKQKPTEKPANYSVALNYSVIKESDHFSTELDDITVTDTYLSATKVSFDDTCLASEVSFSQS
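TRHR-expressing cells loaded with fluo-8 calcium dye were read kinetically (ex 480/em 530) during compound addition, then stimulated with an EC20 of TRH (10 nM final). Enhancement of the Gq-mediated intracellular calcium response was scored.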
D2 antagonist: antagonists of human D2 dopamine receptor | P14416 | HEK293 TREx D2 cells, calcium flux, dopamine EC80 | inhibition, % at 10 µM | actives 2% (n = 340,000) | AID 485344; in the data active means inhibition above about 30%; further: 0% is about no effect
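Tetracycline-induced HEK293 TREx cells expressing D2 receptor forced-coupled to calcium signalling, loaded with no-wash calcium dye. Compounds added and calcium flux read 180 s, then dopamine added at EC80 and read a further 180 s.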
D1 PAM: enhances dopamine response at the human D1 receptor; potentiation, % at 10 µM; HEK293 TREx D1 cells, calcium flux, dopamine EC20 potentiation; AID 504651; actives 0.036% (n = 360,000); P21728; in the data active means potentiation above about 30%; further: 0% is about no effect
RXFP1 antagonist: blocks the human relaxin receptor RXFP1; Q9HBX9; HEK293-RXFP1, relaxin-stimulated cAMP HTRF, 30 min; active compounds read low; activity change, negative = inhibition, % at 57.5 µM; actives 0.59% (n = 350,000); AID 1259400;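 active means activity change of -60% or lower, but not beyond a set lower limit; inconclusive means change between -60% and -40%, or beyond the set limit; inactive means change above -40%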; further: on the % scale 0 is the no-effect control and ±100 the full control effect
Starred values were filed as active, the others as inactive; u = inconclusive; x = not tested or not shown.

Start of the data: the first 6 entries, ahead of the listing:
SMILES	D2 PAM	RXFP1 agonist	D1 antagonist	D2 agonist	D1 ag	TRHR PAM	D2 antagonist	D1 PAM	RXFP1 antagonist
CCN(CC)C(=O)c1cc2cc([N+](=O)[O-])ccc2s1	14	1.7%	-4	-0.7	4	3	14	-5	-3
O=C(OCC(=O)N1CCOCC1)c1cc(F)c(F)cc1Cl	-3	1.2%	0	0.5	1	1	2	-2	7
O=C1OC(C(=O)Nc2nccs2)Cc2ccccc21 (stereo not drawn)	18	-1.0%	-40*	-1.5	1	-5	12	1	-17
CC(=O)c1cccc(-n2c(=O)c3c4c(sc3n(Cc3ccccc3Cl)c2=O)CN(C(C)=O)CC4)c1	-1	2.0%	-11	-0.3	0	1	x	3	x
O=C1C2C(C(=O)N1/N=C/c1cccc([N+](=O)[O-])c1)C1C=CC2C12CC2 (stereo not drawn)	x	2.1%	-1	x	1	2	x	-4	16
CC(C)[C@H](NC(=O)c1ccccc1)C(=O)OCC(=O)Nc1ccc2c(c1)OCCO2	0	1.5%	-1	0.5	0	-3	-5	4	5

This part in full, from the start:
SMILES	D2 PAM	RXFP1 agonist	D1 antagonist	D2 agonist	D1 ag	TRHR PAM	D2 antagonist	D1 PAM	RXFP1 antagonist
CCN(CC)C(=O)c1cc2cc([N+](=O)[O-])ccc2s1	14	1.7%	-4	-0.7	4	3	14	-5	-3
O=C(OCC(=O)N1CCOCC1)c1cc(F)c(F)cc1Cl	-3	1.2%	0	0.5	1	1	2	-2	7
O=C1OC(C(=O)Nc2nccs2)Cc2ccccc21 (stereo not drawn)	18	-1.0%	-40*	-1.5	1	-5	12	1	-17
CC(=O)c1cccc(-n2c(=O)c3c4c(sc3n(Cc3ccccc3Cl)c2=O)CN(C(C)=O)CC4)c1	-1	2.0%	-11	-0.3	0	1	x	3	x
O=C1C2C(C(=O)N1/N=C/c1cccc([N+](=O)[O-])c1)C1C=CC2C12CC2 (stereo not drawn)	x	2.1%	-1	x	1	2	x	-4	16
CC(C)[C@H](NC(=O)c1ccccc1)C(=O)OCC(=O)Nc1ccc2c(c1)OCCO2	0	1.5%	-1	0.5	0	-3	-5	4	5
O=C(CCCCn1c(=O)c2ccccc2n(CC(=O)Nc2cccc(F)c2)c1=O)NCc1ccco1	9	2.5%	7	0.8	2	4	-14	8	6
CCc1ccc(NC(=S)N(Cc2ccccc2)Cc2ccccn2)cc1	-2	0.2%	3	1.1	0	-7	-8	0	8
CCOC(=O)c1c(NC(=O)c2cc3nc(-c4ccc(OC)cc4)cc(C(F)(F)F)n3n2)sc(C)c1C	-14	2.6%	8	x	2	11	x	1	2
CCC(c1nnnn1CCc1ccccc1)N(Cc1ccco1)Cc1cc2cccc(C)c2[nH]c1=O (stereo not drawn)	1	1.6%	3	1.1	0	4	-1	-2	-8
CCOC(=O)NC(=S)Nc1ccc(C(C)(C)C)cc1Br	x	-0.9%	27	x	3	-6	x	-4	-38
N#C/C(=C(/O)CN1CCCC1)c1nc(-c2ccccc2)cs1	3	0.0%	4	-0.3	1	8	13	-1	-13
CC12CCC(=O)N1C(C(=O)N1CCN(c3ccc(C(F)(F)F)cc3[N+](=O)[O-])CC1)CS2 (stereo not drawn)	1	-0.8%	-19	0.9	7	-13	8	0	-6
CCOP(=O)(OCC)/C(=N/OC(=O)c1ccc(Cl)cc1Cl)C(N)=O	-6	0.2%	-4	0.1	1	-10	-14	2	-17
Nc1cc(Cl)ccc1C(=O)OCC(=O)N1CCCC1	8	-1.7%	1	0.3	1	0	-26	-3	-3
CCNC(=S)N=Nc1c(O)n(Cc2ccc(Cl)cc2)c2ccccc12	0	1.8%	-6	0.8	2	-3	-4	-13	-6
CCOc1ccc(N(CC(=O)NN=C2CCN(C)CC2)S(C)(=O)=O)cc1	x	3.0%	9	x	3	7	x	1	-7
CCC(C)N(C(=O)COC(=O)c1nc(Cl)ccc1Cl)C1CCS(=O)(=O)C1 (stereo not drawn)	5	-0.9%	8	0.2	2	6	3	2	-17
CC1=CC(c2ccccc2)n2nc(NS(=O)(=O)c3ccc(C)cc3)nc2N1 (stereo not drawn)	-3	0.6%	1	-0.7	2	-2	121*	5	10
Cc1ccc2nc(-c3ccccc3)cc(C(=O)Nc3cccnc3)c2c1	-1	2.1%	5	1.1	3	3	-26	-1	-3
CCC1CCCCN1CCCNC(=O)c1ccc2c(c1)N(Cc1ccc(F)cc1)C(=O)c1ccccc1S2=O (stereo not drawn)	-9	-2.1%	-11	1.4	14	0	-6	5	-3
COc1ccc(-c2nc3n(n2)C(c2ccccc2Cl)C(C(N)=O)=C(C)N3)cc1 (stereo not drawn)	10	0.7%	8	1.0	4	14	0	1	-14
COc1ccc(/C=N/Nc2nc(-c3cccnc3)nc3ccccc23)c(OC)c1	-7	2.7%	1	-0.3	2	7	-14	0	-11
CCN1CCCc2cc(CN(CCN3CCOCC3)C(=S)Nc3ccccc3C)ccc21	-4	u	1	-0.2	1	-3	3	-6	8
COc1ccc(C2CC(C(F)(F)F)n3nc(C(=O)NCc4c(C)nn(C)c4C)c(Cl)c3N2)cc1 (stereo not drawn)	-6	1.1%	-12	-0.7	4	1	16	2	-9
The results go on:
SMILES	D2 PAM	RXFP1 agonist	D1 antagonist	D2 agonist	D1 ag	TRHR PAM	D2 antagonist	D1 PAM	RXFP1 antagonist
CC(=O)Nc1ccc(Nc2nc3ccc(Cl)cc3n3cnnc23)cc1	1	0.3%	6	-0.6	-3	5	x	-3	-3
Cc1ccc(NC(=O)c2c(NC(=O)c3ccco3)sc3c2CCC(C(C)(C)C)C3)c(C)c1 (stereo not drawn)	-4	2.1%	0	1.8	0	-2	x	-1	-6
COC(=O)CC1C(=O)NCCN1C(=S)NC(=O)c1ccccc1[N+](=O)[O-] (stereo not drawn)	-4	0.3%	-3	0.6	1	3	5	-5	6
O=C1c2cccc(OCc3ccc(F)cc3)c2CCN1Cc1ccc(F)cc1	x	-2.4%	-9	x	14	-1	x	-6	-12
CN1C(=O)CSC1=Nc1ccc(F)cc1	2	0.0%	-11	-0.8	1	7	6	-1	-11
Cc1ccc(OC(C)C(=O)Nc2ccncc2)cc1 (stereo not drawn)	1	-0.5%	-19	1.8	2	11	1	-11	-4
Cc1noc(C)c1C(=O)NCc1cccs1	x	-0.3%	-2	1.1	2	-5	-7	-2	1
CCc1ccc(C(=O)c2cn(CC(=O)Nc3ccc4c(c3)OCO4)c3ccc(F)cc3c2=O)cc1	x	0.8%	5	0.8	6	5	x	1	x
COc1cccc(/C=N/NC(=O)C(C)n2nc(C)c([N+](=O)[O-])c2C)c1O (stereo not drawn)	-10	0.5%	-7	0.4	6	4	0	-6	-9
Cc1ccc(NC(=O)CCNC(=O)Cn2cnc3ccccc3c2=O)cc1F	-15	-0.6%	-3	0.0	2	5	2	-4	-3
O=C(C1CCN(S(=O)(=O)N2CCC3(CC2)OCCO3)CC1)N1CCC(Cc2ccccc2)CC1	8	2.7%	-29	-0.4	9	4	6	-5	-23
CCN(CC)S(=O)(=O)c1ccc(OC)c(NC(=S)Nc2ccc(C)c(C)c2)c1	4	1.4%	-3	0.4	1	-1	-1	-4	-13
Cc1ccc(C(C(=O)NC2CCCC2)N(C(=O)Cc2cccs2)c2ccc3c(c2)OCCO3)cc1 (stereo not drawn)	-8	-0.4%	-1	1.7	17	-5	48*	-4	-10
CCN1C(=O)[C@H]2[C@@H](c3ccc(C)cc3)N3C(=O)N(c4ccc(OC)cc4)C(=O)[C@@]3(CC)[C@H]2C1=O	17	0.2%	5	0.3	0	0	-1	-4	x
Cc1nn(C)c(C(=O)NNC(=S)NCc2ccco2)c1Br	5	-2.1%	-7	-0.5	1	4	7	7	17
Cc1cc(NS(=O)(=O)c2ccc(NS(=O)(=O)c3ccc(Br)cc3)cc2)no1	5	-0.7%	5	0.1	1	33*	5	1	-13
COCCCNC(=S)Nc1ccc(CC(=O)O)cc1	-4	-3.1%	-6	-0.1	9	-1	3	6	4
COC(=O)c1ccc2c(=O)n(CCN3CCOCC3)c(=S)[nH]c2c1	-7	4.0%	-18	0.8	1	-1	1	-3	-5
COc1cccc(C2=NN(S(C)(=O)=O)C(c3cn(-c4ccccc4)nc3-c3cccs3)C2)c1 (stereo not drawn)	19	1.3%	-39*	1.1	1	21	x	-2	x
CCOC(=O)C(NC(=O)CC(C)C)(Nc1sc(C)c(CC)c1C#N)C(F)(F)F (stereo not drawn)	2	0.5%	-83*	-1.2	2	0	7	-11	-14
C/C(Cn1nnc([N+](=O)[O-])n1)=N\NC(=O)c1ccc(O)cc1	-6	-0.3%	9	0.3	4	1	19	-7	12
CC(=O)Nc1ccc(S(=O)(=O)Nc2cccc(S(=O)(=O)N(C)c3ccccc3)c2)cc1	-6	1.8%	-11	0.5	1	-6	-7	-6	7
CCOc1ccc(C(=O)Nc2cc(C)ccn2)cc1	0	-1.9%	-3	-0.5	-4	-4	10	-4	-10
COc1cc(OC)c(C2N(c3ccc(Cl)cc3)C(=O)C3CCCN32)cc1OC (stereo not drawn)	11	2.6%	19	1.2	1	-2	-8	1	-4
CC(NCc1ccccc1Cl)C(=O)Nc1ccc(C#N)cc1 (stereo not drawn)	16	0.2%	-9	1.0	0	0	-10	3	-13
The listing continues.
SMILES	D2 PAM	RXFP1 agonist	D1 antagonist	D2 agonist	D1 ag	TRHR PAM	D2 antagonist	D1 PAM	RXFP1 antagonist
Fc1ccc(-c2csc3nnc(SCc4cccnc4)n23)cc1	x	1.3%	-13	2.3	0	-7	-2	0	-6
COC(=O)c1nn(-c2ccccc2)c(Cl)c1/C=N/O	6	3.6%	-2	-2.3	0	2	-1	-5	3
Cc1ccc(C(=O)Nc2cc(C(C)C)c(O)c(C(C)C)c2)cc1	x	0.6%	-1	x	4	16	x	-5	x
CCN(CC)CCNC(=O)Cn1cnc2sc(C)c(S(=O)(=O)N3CCOCC3)c2c1=O	2	1.4%	15	0.2	1	10	-21	-4	-8
Cc1cccc(N2CCN(CC(=O)NCc3ccc(Cl)cc3)CC2)c1C	-4	-0.4%	4	0.3	2	-2	-4	-2	-28
O=C(NC1CC1)c1cc2cc(Br)ccc2s1	-4	-1.9%	-32*	-1.7	7	-5	3	-12	-6
Cn1c(=O)c2c3c(sc2n2c(SCc4ccccc4)nnc12)CCCC3	0	-2.0%	-7	-0.3	4	5	-18	-4	x
Cc1oc(-c2ccccc2Cl)nc1CS(=O)CC(=O)NCCc1ccccc1 (stereo not drawn)	0	1.3%	-21	1.6	1	-2	-13	-5	-12
C=CCNC(=O)c1onc(CSc2cccc3ccccc23)c1C(=O)O	4	1.3%	23	7.6	3	33*	-5	-6	x
COc1ccc(/C(C)=N/NC(=O)OC(C)(C)C)cc1[N+](=O)[O-]	0	-0.4%	0	-0.4	1	1	-4	-3	6
Cc1ccc(C)c(S(=O)(=O)N2CCN(CC(=O)Nc3ccc([N+](=O)[O-])cc3)CC2)c1	x	0.5%	-23	x	9	1	x	3	16
NC1=NC(=O)/C(=C\c2cccs2)S1	2	-2.2%	5	-1.1	-1	11	0	2	-7

Bioassay records (PubChem BioAssay)

Not all compounds are listed; the hit share may differ from the screen's.
